High-throughput results from PubChem.
HP1b chromo inh: HTS for Inhibitors of HP1-beta Chromodomain Interactions with Methylated Histone Tails | Potency, µM (series often up to 114 µM), inactives show at the highest dose activity change, negative = inhibition, usual class: inhibitors | hit rate 0.56% among 390,000 | Chromobox protein homolog 1 (Homo sapiens), P83916 | AlphaScreen HP1-beta / biotin-H3K9me3 peptide binding; also: potency is read from the fitted curve at half-maximal effect; nearly all actives have a fitted effect of over 70% in size; inactives centre near 23
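HP1-beta protein (50 nM final) preincubated 30 min at room temperature with biotinylated H3(1-18)K9me3 peptide (50 nM) in PBS pH 7.4, 0.01% Tween-20, then compound added for 30 min. AlphaScreen streptavidin donor/nickel chelate acceptor beads (10 ug/mL final), 30 min dark, luminescence read.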
IDH1 R132H inh: qHTS for Inhibitors of mutant isocitrate dehydrogenase 1 (IDH1): qHTS. hit rate 0.093% among 390,000. AID 602179, 2012. Potency, µM (titrated, usually from 76.6 µM), inactives show at the highest dose activity change, negative = inhibition, most hits filed as inhibitors. IDH1-R132H enzyme, NADPH consumption, diaphorase/resazurin fluorescence; also: potency is read from the fitted curve at half-maximal effect; % is scaled to controls: 0 for no effect and ±100 for the full control effect; nearly all actives have a fitted effect of over 65% in size
Target sequence (O75874 whole entry R132H, stated change not applied): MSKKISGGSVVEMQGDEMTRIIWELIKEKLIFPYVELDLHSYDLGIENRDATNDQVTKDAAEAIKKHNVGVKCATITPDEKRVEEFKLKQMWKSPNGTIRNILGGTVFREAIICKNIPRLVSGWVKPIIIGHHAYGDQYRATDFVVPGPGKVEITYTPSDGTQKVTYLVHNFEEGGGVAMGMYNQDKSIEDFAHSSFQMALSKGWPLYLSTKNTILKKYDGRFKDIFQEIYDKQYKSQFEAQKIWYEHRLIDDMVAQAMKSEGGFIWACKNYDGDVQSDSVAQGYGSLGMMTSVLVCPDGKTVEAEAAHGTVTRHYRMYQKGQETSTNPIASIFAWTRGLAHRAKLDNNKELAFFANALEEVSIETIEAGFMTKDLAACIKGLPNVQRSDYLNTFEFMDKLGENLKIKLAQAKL
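IDH1-R132H (0.5 ug/mL dispensed) in pH 7.5 Tris buffer was preincubated 30 min with compound, then given a substrate mix of 0.016 mM NADPH and 2 mM alpha-KG for 80 min at room temperature; remaining NADPH was read by diaphorase/resazurin fluorescence.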
GLS inh: qHTS for Inhibitors of Glutaminase (GLS); GLS enzymatic activity, qHTS titration; Potency, µM (top dose mostly 45.5 µM), for the others: at the top dose activity change, negative = inhibition, actives largely listed as inhibitors; hit rate 0.21% among 410,000; also: potency is read from the fitted curve at half-maximal effect; % is scaled to controls: 0 for no effect and ±100 for the full control effect
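Two-point fluorescence kinetic (t0, 30 min RT) for hKGA; glutamate detected via glutamate oxidase–HRP–Amplex Red. Substrate: 1 mM L-glutamine solution; buffer 45 mM KH2PO4, pH 8.2.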
TrxR1 substrate: qHTS Assay for Substrates of Mammalian Selenoprotein Thioredoxin Reductase 1 (TrxR1): qHTS; Thioredoxin reductase 1, cytoplasmic (Rattus norvegicus), O89049; Potency, µM (doses to about 114 µM), without a hit: top-dose activity change, negative = substrate turnover; purified TrxR1 substrate turnover, NADPH consumption readout; hit rate 0.01% among 390,000; also: potency is read from the fitted curve at half-maximal effect; % is scaled to controls: 0 for no effect and ±100 for the full control effect; nearly all actives have a fitted effect of over 50% in size
Target sequence (O89049 whole entry, looked up): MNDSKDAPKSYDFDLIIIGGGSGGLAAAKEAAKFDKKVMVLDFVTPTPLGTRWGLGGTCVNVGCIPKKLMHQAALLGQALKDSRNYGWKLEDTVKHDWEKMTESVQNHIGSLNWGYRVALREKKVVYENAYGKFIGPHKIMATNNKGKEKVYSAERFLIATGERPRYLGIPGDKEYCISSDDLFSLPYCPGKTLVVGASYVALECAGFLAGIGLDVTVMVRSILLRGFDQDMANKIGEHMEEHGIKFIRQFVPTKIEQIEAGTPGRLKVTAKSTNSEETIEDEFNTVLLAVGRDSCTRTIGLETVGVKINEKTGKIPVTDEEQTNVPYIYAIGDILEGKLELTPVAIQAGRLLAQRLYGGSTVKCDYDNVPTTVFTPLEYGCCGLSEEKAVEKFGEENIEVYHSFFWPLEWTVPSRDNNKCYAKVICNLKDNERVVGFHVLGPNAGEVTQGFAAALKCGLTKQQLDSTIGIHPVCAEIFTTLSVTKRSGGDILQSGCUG
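Rat TrxR1, dispensed at 90 nM, was prereduced with 400 uM NADPH (final) for 5 min at ~22 deg C, then incubated with compound 15 min before 400 uM selenite. A first-read NADPH fluorescence drop versus no-compound background flagged substrates.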
PI4K2A inh: qHTS for small molecular inhibitors of PI4K2A. Phosphatidylinositol 4-kinase type 2-alpha (Homo sapiens), Q9BTU6. purified PI4K2A, ADP-Glo luminescence, 1 h; active compounds read low. activity change, negative = inhibition, % at 76.9 µM. hit rate 0.13% among 420,000. AID 1346378, 2018; in the data active = activity change below about -50%; inconclusive = mostly about -30% to -49%;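 also: -100% = wells without enzyme as full effect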
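PI4K2A activity was measured by ADP-Glo luminescence: enzyme (4 ug/mL stock) and phosphatidylinositol (1.2 mM stock) in Tris pH 7.5/MgCl2/EGTA/Triton X-100 buffer were reacted with ATP (300 microM stock) for one hour at ambient temperature.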
Pin1 inh: qHTS Assay to Find Inhibitors of Pin1; Peptidyl-prolyl cis-trans isomerase NIMA-interacting 1 (Homo sapiens), Q13526; Pin1 FP peptide displacement, HiFluor488, 10 min; Potency, µM (doses to about 115 µM), for the others: at the highest dose activity, negative = inhibition, usual class: inhibitors; hit rate 0.009% among 390,000; AID 504891, 2011; active = well fitted inhibition curve with a large enough effect in the polarisation, with a control signal flat, not every such curve was filed as active; inconclusive = small, poorly fitted or top-dose-only effect, or effect the other way, or a change in a side signal; inactive = no such curve, though single readings can be large or run the other way; the % refers to the polarisation; also: potency is read from the fitted curve at half-maximal effect; % is scaled to controls: 0 for no effect and ±100 for the full control effect
Target sequence (Q13526 whole entry, looked up): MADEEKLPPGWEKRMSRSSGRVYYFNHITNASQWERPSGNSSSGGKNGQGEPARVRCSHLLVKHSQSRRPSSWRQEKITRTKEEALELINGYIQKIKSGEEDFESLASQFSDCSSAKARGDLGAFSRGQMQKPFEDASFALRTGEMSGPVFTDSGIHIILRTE
TrxR1 inh: qHTS Assay for Inhibitors of Mammalian Selenoprotein Thioredoxin Reductase 1 (TrxR1): qHTS; Thioredoxin reductase 1, cytoplasmic (Rattus norvegicus), O89049; recombinant rTrxR1, NADPH fluorescence consumption, selenite substrate; Potency, µM (doses to about 114 µM), inactives show at the top dose activity change, negative = inhibition, usual class: inhibitors; hit rate 1% among 390,000; AID 588453, 2011; also: potency is read from the fitted curve at half-maximal effect; % is scaled to controls: 0 for no effect and ±100 for the full control effect; nearly all actives have a fitted effect of over 65% in size
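Rat TrxR1 (90 nM in the dispensed reagent) was pre-reduced with 400 uM NADPH for 5 min at room temperature, then incubated with compound for 15 min. After 400 uM selenite was added, NADPH fluorescence (Ex 340/Em 450 nm) was followed for 8 min.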
PGK inhibitor: qHTS Assay to Find Inhibitors of Phosphoglycerate Kinase; Potency, µM (series often up to 57.5 µM), without a hit: at the top dose activity change, negative = inhibition, usual class: inhibitors; hit rate 0.043% among 380,000; Phosphoglycerate kinase, glycosomal (Trypanosoma brucei brucei), P07378; PGK/GAPDH coupled, Kinase-Glo luminescence, 60 min; also: potency is read from the fitted curve at half-maximal effect; % is scaled to controls: 0 for no effect and ±100 for the full control effect; nearly all actives have a fitted effect of over 60% in size
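Luminescent ATP detection (Kinase-Glo Plus) follows a 60-minute room-temperature incubation, with wells lacking PGK as controls. Buffer: 100 mM TEA (pH 7.6), 5 mM MgCl2, 0.01% Tween-20. Coupling enzyme GAPDH (100 nM final) supplies unstable 1,3-BPG in-well.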
USP1 inh: Inhibitors of USP1/UAF1: Primary Screen. recombinant USP1/UAF1, Ub-Rhodamine cleavage fluorescence. hit rate 0.23% among 390,000. Ubiquitin carboxyl-terminal hydrolase 1 (Homo sapiens), O94782. Potency, µM (titrated, usually from 57.1 µM), inactives show top-dose activity change, negative = inhibition, actives largely listed as inhibitors. AID 743255, 2014; also: potency is read from the fitted curve at half-maximal effect; % is scaled to controls: 0 for no effect and ±100 for the full control effect; nearly all actives have a fitted effect of over 60% in size; inactives centre near -12
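Step one: compound is pinned into 1nM USP1/UAF1 in HEPES pH 7.8 buffer with TCEP. Step two: 15 min room-temperature incubation. Step three: Ub-Rho (150nM final) starts cleavage, tracked by fluorescence over six one-minute reads.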
* marks the source's active call; other numbers are inactive results; i = inactive; ? = inconclusive; · = not tested or not shown; [ ] = dose if it differs, or a comment. Unless noted, calls follow the shape of the dose curve; as a rule, active = well fitted curve in the direction sought with a large enough effect; inconclusive = small, poorly fitted or top-dose-only effect, or another doubt; inactive = no such curve, though single readings can be large; an effect the other way counts as inactive or inconclusive. The list is partial; count on the stated rates, not on these rows.

SMILES	HP1b chromo inh	IDH1 R132H inh	GLS inh	TrxR1 substrate	PI4K2A inh	Pin1 inh	TrxR1 inh	PGK inhibitor	USP1 inh
Cc1nc(Nc2cccc(Cl)c2)c2oc3ccccc3c2n1	11%	-20%	-15%	10%[57.1 µM]	-3	-1%	-15%	-3%	-10%
COc1ccc(C2=NN(CCC(=O)NC3CCCCC3C)C(=O)CC2)cc1 (configuration not stated)	·	11%	1%	·	-1	·	·	-6%	-19%
COc1ccc(-c2nc(-c3ccccc3)c(-c3cc([N+](=O)[O-])ccc3C)[nH]2)cc1OC	?	-2%	5%	6%[57.1 µM]	4	6%	13%[57.1 µM]	5%	-14%
Cc1ccc(N/C(N)=N/c2nc(CSc3ccc(C)cc3)cc(=O)[nH]2)cc1	24%	2%	-4%	-3%	8	-5%	-3%	-9%	-17%
O=C(CNCc1ccco1)Nc1cccc(S(=O)(=O)N2CCCCC2)c1	?	-16%	8%	?	4	-6%	-35%	-2%	-9%
O=C(Cc1cc(=O)[nH]c(=O)[nH]1)N1CCC(Cc2ccccc2)CC1	18%	-6%	-13%	-1%	1	0%	3%	-2%	-7%
O=S(=O)(c1ccccc1)c1ccc(N2CCCCCC2)cc1	36%	-4%	-9%	119%[activator]	2	4%	174%[activator]	-2%	-23%
Cc1cccc(NC(=O)Cn2c(=O)n(Cc3ccc4c(c3)OCO4)c(=O)c3oc4ccccc4c32)c1C	19%	-9%	-6%	8%	-1	0%	27%	-2%	-6%
COc1cc2[nH]c(-c3cccc(F)c3)cc(=O)c2cc1OC	32%	-13%	-4%	27%	1	-1%	-16%	0%	-8%
COc1ccc(C(=O)OCC(=O)NCC2CCCO2)cc1[N+](=O)[O-] (configuration not stated)	40%[activator]	1%	6%	-6%	0	-16%	12%	1%	-10%
COc1cccc2cc(C(=O)Nc3ccccc3Cl)/c(=N/NS(=O)(=O)c3ccccc3)oc12	72%[activator]	-2%	-2%	2%[57.1 µM]	-1	-9%	21%[57.1 µM]	-6%	-13%
Cc1ccc(-n2c(=O)c3oc4ccccc4c3n(CC(=O)Nc3ccccc3)c2=O)cc1C	25%	-10%	-3%	6%	-9	25%	5%	-5%	-15%

Eight of the compounds above, with the structure last:
HP1b chromo inh,IDH1 R132H inh,GLS inh,TrxR1 substrate,PI4K2A inh,Pin1 inh,TrxR1 inh,PGK inhibitor,USP1 inh,smiles
?,-16%,8%,?,4,-6%,-35%,-2%,-9%,O=C(CNCc1ccco1)Nc1cccc(S(=O)(=O)N2CCCCC2)c1
18%,-6%,-13%,-1%,1,0%,3%,-2%,-7%,O=C(Cc1cc(=O)[nH]c(=O)[nH]1)N1CCC(Cc2ccccc2)CC1
36%,-4%,-9%,119%[activator],2,4%,174%[activator],-2%,-23%,O=S(=O)(c1ccccc1)c1ccc(N2CCCCCC2)cc1
19%,-9%,-6%,8%,-1,0%,27%,-2%,-6%,Cc1cccc(NC(=O)Cn2c(=O)n(Cc3ccc4c(c3)OCO4)c(=O)c3oc4ccccc4c32)c1C
32%,-13%,-4%,27%,1,-1%,-16%,0%,-8%,COc1cc2[nH]c(-c3cccc(F)c3)cc(=O)c2cc1OC
40%[activator],1%,6%,-6%,0,-16%,12%,1%,-10%,COc1ccc(C(=O)OCC(=O)NCC2CCCO2)cc1[N+](=O)[O-] (configuration not stated)
72%[activator],-2%,-2%,2%[57.1 µM],-1,-9%,21%[57.1 µM],-6%,-13%,COc1cccc2cc(C(=O)Nc3ccccc3Cl)/c(=N/NS(=O)(=O)c3ccccc3)oc12
25%,-10%,-3%,6%,-9,25%,5%,-5%,-15%,Cc1ccc(-n2c(=O)c3oc4ccccc4c3n(CC(=O)Nc3ccccc3)c2=O)cc1C

New compounds follow
SMILES	HP1b chromo inh	IDH1 R132H inh	GLS inh	TrxR1 substrate	PI4K2A inh	Pin1 inh	TrxR1 inh	PGK inhibitor	USP1 inh
NS(=O)(=O)c1cccc2cccnc12	42%[activator]	8%	1%	-1%	6	-5%	14%	-9%	-20%
Cc1ccc(SCc2cc(=O)[nH]c(Nc3nc(C)c4ccccc4n3)n2)cc1	-6%	7%	11%	1%	-1	39%[activator]	8%	-14%	-10%
Cc1ccc(-c2csc3nnc(SCC(=O)Nc4nsc(-c5ccccc5)n4)n23)cc1	9%	-6%	1%	12%	7	6%	17%	-6%	-17%
C[C@@H]1CN([C@H](C)CO)C(=O)CCCn2nncc2CO[C@@H]1CN(C)C(=O)Nc1ccnc(N2CCOCC2)c1	·	-6%	0%	·	2	·	·	2%	-8%
COc1cc(C)ccc1OCc1cc(C(=O)NC2CCOCC2)no1	·	-3%	-1%	·	0	·	·	4%	3%
Cc1cc(C)nc(NC(=O)CN2C(=O)c3ccccc3C2=O)n1	32%	4%	7%	1%	-2	-5%	6%	-4%	0%
c1ccc2c(Oc3ccc4c(c3)OCO4)nncc2c1	18%	9%	4%	-5%	4	1%	3%	1%	-16%
CC1=C(c2ccc(C)c(C)c2)S(=O)(=O)N=C1N1CCC(C(=O)N2CCC(C)CC2)CC1	57%[activator]	·	-4%	3%[57.1 µM]	0	-6%	17%[57.1 µM]	·	-11%
Cc1cccc(Nc2ncccc2C(=O)NCc2cccs2)c1C	25%	4%	0%	-8%	-3	-10%	-12%	7%	?
Cc1ccc(S(=O)(=O)N2[C@@H](c3ccc(Cl)cc3)C(C(=O)O)=CC[C@H]2c2cccc(Cl)c2)cc1	10%	-10%	7%	8%[57.1 µM]	7	?	7%[57.1 µM]	-3%	-24%
COc1ccccc1CNC(=O)Cn1cc([N+](=O)[O-])ccc1=O	17%	9%	-10%	-4%	5	-22%	11%	i	-12%
COc1ccc(C2C(C#N)=C(N)OC3=C2C(=O)CC(C)(C)C3)cc1OC (configuration not stated)	-12%	0%	8%	-9%	3	5%	-8%	-4%	-16%
O=S(=O)(c1cccs1)N1CN(Cc2ccco2)c2nc3ccccc3nc21	-7%	32%[activator]	0%	6%	-8	13%	-34%	3%	-18%
Cc1ccc(C(=O)Nc2ccccc2C(=O)N2CCN(c3ccccc3)CC2)cc1	12%	-6%	16%	-7%	-1	-7%	1%	0%	-13%
COc1ccc(-c2cnc3nc(/N=C/N(C)C)nn3c2/N=C/N(C)C)cc1	-14%	4%	5%	2%[57.1 µM]	-2	-1%	16%[57.1 µM]	4%	-2%
COc1ccc(CCNC(=O)C2CCN(C(=O)N(C)C)CC2)cc1OC	15%	7%	0%	12%	-3	4%	14%	-6%	7%
Cc1csc(SCC(=O)Nc2ccc(Cl)cn2)n1	34%	8%	-1%	1%	-1	13%	2%	-2%	-18%
CCN(CC)CCN(C(=O)c1ccc2c(c1)OCCO2)c1nc2cc3c(cc2s1)OCO3	-22%	3%	7%	-7%	-3	-3%	8%	0%	-12%
CC(=O)c1ccc(N2CCN(C(=O)C3CCN(S(=O)(=O)Cc4ccccc4)CC3)CC2)cc1	22%	3%	-6%	-11%	3	0%	-7%	-1%	-11%
OC(c1ccc2ccccc2n1)c1c(Cl)cccc1Cl (configuration not stated)	63%[activator]	1%	1%	-7%	0	?	1%	-2%	-5%
Cc1cnc(C(=O)OCC(=O)Nc2ccc(Oc3ccccc3)cc2)cn1	13%	3%	5%	0%	-3	8%	5%	-4%	-16%
COc1cc(Nc2nc(SCC#N)nc3ccccc23)cc(OC)c1OC	23%	-1%	2%	-3%	1	1%	16%	3%	-11%
COc1ccc(Cc2c(O)nc(SC)n(C(C)=O)c2=O)cc1	17%	7%	7%	16%	-2	-9%	17%	-7%	-7%
CC(C)Cc1ccc(C(C)CC2=CCC(CN(C)C)C2=O)cc1 (configuration not stated)	111%[activator]	?	0%	-1%	43	-1%	45µM*	i	-27%
Cc1ccc(/C(N)=N/OC(=O)Cc2cccc3ccccc23)cc1	68%[activator]	-6%	3%	-5%	1	1%	-2%	5%	-8%
COc1ccc(CNC(=O)CN2C(=O)NC(C)(c3ccc(C(C)(C)C)cc3)C2=O)cc1 (configuration not stated)	-1%	-1%	-10%	8%[57.1 µM]	5	0%	12%[57.1 µM]	i	-18%

Two entries drawn at random from the list so far:
SMILES	HP1b chromo inh	IDH1 R132H inh	GLS inh	TrxR1 substrate	PI4K2A inh	Pin1 inh	TrxR1 inh	PGK inhibitor	USP1 inh
OC(c1ccc2ccccc2n1)c1c(Cl)cccc1Cl (configuration not stated)	63%[activator]	1%	1%	-7%	0	?	1%	-2%	-5%
COc1ccc(CCNC(=O)C2CCN(C(=O)N(C)C)CC2)cc1OC	15%	7%	0%	12%	-3	4%	14%	-6%	7%
